KinaseGlo FLuc – blocks Kinase-Glo luciferase, a counter-screen artifact; Q27757; AID 1379; Potency, µM (titrated, usually from 38.3 µM), for inactives: top-dose activity change, negative = inhibition, hits mostly inhibitors; 200,000 tested, 0.28% active; Kinase-Glo luciferase, ATP luminescence, 8 min; also: % is scaled to controls: 0 for no effect and ±100 for the full control effect; nearly all actives have a fitted effect of over 60% in size
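Recombinant Kinase-Glo luciferase, 10 uM ATP (linear range), luciferin; imidazole pH 7.2 / KCl / MgCl2 / Tween / BSA buffer; 8 min RT; luminescence.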
RECQ1 helicase – blocks DNA unwinding by human RECQ1 | P46063 | RECQ1 DNA unwinding, red fluorescence kinetic read | Potency, µM (highest dose often 57.3 µM), without a hit: top-dose activity, negative = inhibition, actives largely listed as inhibitors | 240,000 tested, 0.54% active | AID 2549;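 also: plate controls were vehicle for no effect and no enzyme for full effect; nearly all actives have a fitted effect of over 30% in size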
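RECQ1T1 50 nM; forked duplex (20 bp + 30-nt ss tails) 200 nM, ATP 2 mM final; pH 8.0, 2 mM MgCl2, 2.5 ug/ml poly(dI-dC); 15 min compound preincubation; discontinuous kinetic read over 2 h at RT.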
KDM4E inh – inhibitors of human JMJD2E histone demethylase; JMJD2E catalytic domain, FDH-coupled NADH fluorescence (FDH is formaldehyde dehydrogenase); Potency, µM (top dose mostly 57.1 µM), inactives show at the highest dose activity change, negative = inhibition, usual class: inhibitors; 230,000 tested, 1.6% active; active = well fitted inhibition curve with a large enough effect, not every such curve was filed as active; inconclusive = small, poorly fitted or top-dose-only effect, or another doubt; inactive = no such curve, though single readings can be large or run the other way;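 also: 0% = wells with enzyme and -100% = buffer wells without enzyme; nearly all actives have a fitted effect of over 50% in size; many of its hits are not listed in these tables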
Target sequence (B2RXH2 1-337 limits assumed): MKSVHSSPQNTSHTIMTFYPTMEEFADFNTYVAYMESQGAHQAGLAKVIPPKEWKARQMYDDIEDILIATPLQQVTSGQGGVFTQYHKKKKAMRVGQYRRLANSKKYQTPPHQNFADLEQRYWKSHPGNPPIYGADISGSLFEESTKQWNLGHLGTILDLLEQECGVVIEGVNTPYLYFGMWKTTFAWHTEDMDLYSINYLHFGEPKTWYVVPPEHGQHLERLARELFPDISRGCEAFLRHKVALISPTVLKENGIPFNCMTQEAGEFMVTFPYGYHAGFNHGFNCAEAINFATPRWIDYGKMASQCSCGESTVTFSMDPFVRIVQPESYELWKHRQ
L3MBTL1 inh – L3MBTL1 (human) inhibition; AID 485360; Potency, µM (highest dose often 57.1 µM), inactives show at the top dose activity, negative = inhibition, most hits filed as inhibitors; Q9Y468; AlphaScreen L3MBTL1–H3K9me1 peptide binding; 230,000 tested, 0.66% active; also: % is scaled to controls: 0 for no effect and ±100 for the full control effect; nearly all actives have a fitted effect of over 60% in size
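L3MBTL1 (50 nM) pre-complexed 30 min with biotinylated H3(1-15)K9me1 peptide (75 nM), then compounds added for 30 min at room temperature; AlphaScreen streptavidin donor/nickel chelate acceptor beads (10 ug/mL final) read after 30 min dark incubation.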
LMNA splice mod – modulators of lamin A splicing. 200,000 tested, 0.01% active. Potency, µM (series often up to 46.1 µM), without a hit: at the top dose ratio change, negative = inhibition, usual class: inhibitors. HeLa LMNA splicing GFP/RFP minigene ratio, 48 h; active = well fitted inhibition curve with a large enough effect in the signal ratio, with a control signal flat, not every such curve was filed as active; inconclusive = small, poorly fitted or top-dose-only effect, or effect the other way, or a change in a side signal; the % refers to the signal ratio; also: % is scaled to controls: 0 for no effect and ±100 for the full control effect
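S3 HeLa cells stably expressing lamin A-EGFP splicing minigene plus DsRed2, 600 cells/well, 48 h compound exposure at 37C. Laser-scanning cytometry; analysed as GFP (500-530 nm)/RFP (575-640 nm) total intensity ratio; 0.5% DMSO vehicle.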
SMN2 splice up – increases expression of the SMN2 splice variant. HEK293 SMN2-luciferase splicing reporter, luminescence, 30-36 h. Potency, µM (top dose mostly 46.1 µM), for the others: top-dose activity change, positive = activation, actives largely listed as activators. 210,000 tested, 2.8% active. AID 1458; also: % of control where 0% means no effect; nearly all actives have a fitted effect of over 55% in size
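qHTS luciferase splicing reporter: luminescence rises when SMN2 exon 7 is included in transfected HEK293 cells. Compound exposure lasted 30-36 h at 37C, with 4.5 mM final sodium butyrate as control, followed by a ONE-Glo read.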
Tau fibril ThT – tau fibrillization inhibition (ThT binding) | Potency, µM (top dose mostly 57.4 µM), for inactives: at the highest dose activity, negative = inhibition, hits mostly inhibitors | P10636 | recombinant tau K18 P301L (four-repeat tau fragment), heparin-induced fibrillization, ThT fluorescence | 270,000 tested, 2.1% active; also: % is scaled to controls: 0 for no effect and ±100 for the full control effect; nearly all actives have a fitted effect of over 55% in size
Target sequence (P10636 561-689 P618L limits assumed): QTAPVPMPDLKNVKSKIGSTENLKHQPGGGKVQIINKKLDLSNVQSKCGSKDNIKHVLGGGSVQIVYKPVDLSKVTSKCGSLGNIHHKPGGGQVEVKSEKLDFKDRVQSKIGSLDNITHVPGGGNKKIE
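Aggregation was driven by heparin (20 uM final) acting on recombinant tau […] bearing P301L in 100 mM sodium acetate pH 7; fibrils were detected with Thioflavin T.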
ALDH1A1 block – blocks purified human ALDH1A1 activity; P00352; Purified ALDH1A1, NADH fluorescence, propionaldehyde substrate; Potency, µM (series often up to 75.3 µM), for the others: at the highest dose activity, negative = inhibition, most hits filed as inhibitors; 220,000 tested, 7.3% active; AID 1030; active = well fitted inhibition curve with a large enough effect, not every such curve was filed as active; inconclusive = small, poorly fitted or top-dose-only effect, or another doubt; inactive = no such curve, though single readings can be large or run the other way;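 also: plate controls were no enzyme wells and a reference inhibitor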
Target sequence (P00352 whole entry, looked up): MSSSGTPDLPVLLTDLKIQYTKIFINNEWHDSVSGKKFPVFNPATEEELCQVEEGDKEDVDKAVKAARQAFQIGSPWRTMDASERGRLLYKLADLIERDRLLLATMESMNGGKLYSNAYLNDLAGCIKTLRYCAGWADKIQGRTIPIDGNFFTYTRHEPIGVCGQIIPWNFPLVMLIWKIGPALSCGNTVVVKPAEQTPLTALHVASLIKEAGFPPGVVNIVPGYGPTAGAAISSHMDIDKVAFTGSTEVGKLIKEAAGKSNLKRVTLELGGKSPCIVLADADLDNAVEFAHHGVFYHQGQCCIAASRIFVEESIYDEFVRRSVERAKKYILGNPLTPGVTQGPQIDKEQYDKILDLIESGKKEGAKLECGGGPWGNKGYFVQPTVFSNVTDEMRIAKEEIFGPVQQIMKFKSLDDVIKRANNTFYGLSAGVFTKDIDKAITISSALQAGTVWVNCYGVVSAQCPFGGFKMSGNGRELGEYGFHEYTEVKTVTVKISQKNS
Starred values were filed as active, the others as inactive; i = inactive; ? = inconclusive; · = no result given; & = joins results of further samples; [ ] = another dose, or the depositor's remark. Unless noted, calls follow the shape of the dose curve; as a rule, active = well fitted curve in the direction sought with a large enough effect; inconclusive = small, poorly fitted or top-dose-only effect, or another doubt; inactive = no such curve, though single readings can be large; an effect the other way counts as inactive or inconclusive. Potency is read from the fitted curve at half-maximal effect. This is a subset, so the mix of outcomes need not match the whole.

Each structure is followed by: Tau fibril ThT, SMN2 splice up, RECQ1 helicase, LMNA splice mod, L3MBTL1 inh, ALDH1A1 block, KDM4E inh, KinaseGlo FLuc
1) O=C(CC1Oc2ccccc2NC1=O)NCCc1ccccc1 (stereo unspecified)
  -5%, -3%, -4%, -11%, ·, 3%, 0%, 2%
2) O=C(NC1CCCCCC1)C1c2ccccc2C(=O)N1Cc1cccnc1 (stereo unspecified)
  3%, -12%, i, -1%, 1%, 2%, 2%, 5%
3) CCOc1ccc(-n2cnc3c(=O)[nH]c(N)nc32)cc1
  -2%, ·, i, 19%[46 µM], 4%, 7%, 14%, ·
4) COC(=O)[C@@]1(Cc2ccc(OC)cc2)[C@H]2c3cc(C(=O)N(C)C)n(Cc4ccc(OC)c(OC)c4)c3C[C@H]2CN1C(=O)c1ccccc1
  ?, -15%, -2%, ·, ·, -5%, ?, -2%
5) COc1ccc(CNC(=O)c2cccnc2Sc2ccc(C)c(C)c2)cc1
  4%, -21%, 9%, ?, -7%, 1%, 3%, 3%
6) Cc1ccc(C2SCCN2C(=O)c2ccc([N+](=O)[O-])cc2)cc1 (stereo unspecified)
  -14%, -18%, i, 5%, -6%, ?, 2%, -1%
7) COCCn1c(=NC(=O)c2ccc3c(c2)OCCO3)sc2cc(S(N)(=O)=O)ccc21
  -9%, -35%[inhibitor], -4%, 15%[46 µM], ·, ?, ?, -2%
8) Cc1cccc(S(=O)(=O)C(C#N)c2nc3ccccc3nc2N2CCCC2)c1 (stereo unspecified)
  ?, -44%[inhibitor], 19%, 10%, ·, ?, ?, 1%
9) CCOC(=O)C1=NNC2(c3ccc(Cl)cc3)C(=O)N(c3ccc(C)cc3)C(=O)C12 (stereo unspecified)
  -10%, -1%, 0%, 3%, 2%, 4%, -1%, -3%
10) CC(=O)c1cccc(NC(=S)NCCC2=CCCCC2)c1
  -15%, -71%[inhibitor], i, ?, 14%, ?, -5%, 2%
11) COC(=O)c1[nH]c2ccccc2c1NC(=O)CCN1CCN(C2CCCCC2)CC1
  -2%, 24%, -2%, -5%, -1%, -5%, ?, -1%
12) O=C(O)C1CC(=O)N(Cc2cccnc2)C1 (stereo unspecified)
  -11%, 4%, -7%, 1%, 1%, 18%, -5%, -3%
13) CCCOc1ccc(OC(=O)c2ccc(Br)o2)cc1
  -10%, -7%, 0%, ?, 31%[activator], 2%, 3%, -3%
14) CC(C)Oc1ccccc1OCCCCn1cnc2ccccc2c1=O
  -9%, -37%[inhibitor], 20%, ·, -1%, -10%, -4%, -1%
15) COc1cc(CNCCN2CCOCC2)ccc1OCC(=O)NC(C)(C)C
  16%, -12%, 1%, ·, -14%, 0%, 5%, -2%
16) CCN1CCN(C(=O)c2ccccc2Nc2ccc(SC(F)F)cc2)CC1
  -8%, -19%, i, -1%[46 µM], -11%, -2%, -4%, 2%
17) CCCC1(CCC)NC(=O)N(CC(=O)c2cc(C)n(-c3ccc4c(c3)OCO4)c2C)C1=O
  -19%, ?, -7%, -3%, -12%, 2%, 9%, -1%
18) Cc1ccc(OC(=O)COc2ccccc2C)c(-n2nc3ccccc3n2)c1
  ?, 11µM*, -6%, -5%, 35%[activator], 32µM*, -14%, -11%
19) Cc1cc(CNC(=O)COc2ccc([N+](=O)[O-])cc2)c2ccccc2n1
  -8%, -46%[inhibitor], 0%, ·, ·, ?, 3%, -1%
20) Cc1ccc(S(=O)(=O)n2c(=O)oc3ccccc32)cc1
  -4%, 59%, -5%, ·, ·, ?, 1%, 6%
21) CC(=O)c1cc2c(cc1NC(=O)CSc1nc3ccccc3o1)OCO2
  -17%, ?, i, -8%, 10%[11.4 µM], ?, ·, 2%
22) Cc1onc(-c2c(F)cccc2Cl)c1C(=O)OCC(=O)NC(c1ccccc1)c1ccccc1
  -6%, -8%, -7%, -20%, ·, ?, -6%, -3%
23) COC(=O)c1ccc(SCC(=O)NC2CCCCC2)c([N+](=O)[O-])c1
  -2%, -19%, 1%, -11%, 14%, ?, -11%, 8%
24) CC(C)c1ccc(C2NC(=O)CCC2[N+](=O)[O-])cc1 (stereo unspecified)
  -6%, ·, -3%, 5%[46 µM], 7%, -9%, 3%, 0%
25) C=CCN1C(=O)C(O)(CC(=O)c2ccc(OC)cc2OC)c2cc(Br)ccc21 (stereo unspecified)
  -16%, 13%, -1%, -3%, -2%, ?, 4%, -1%
26) Cn1c(NC(=O)COc2ccccc2)cc(=O)n(C)c1=O
  -13%, -1%, -4%, 7%, -1%, 25µM*, -3%, -6%
27) O=C1N(c2ccccc2)C2CS(=O)(=O)CC2N1c1ccc(Br)cc1 (stereo unspecified)
  1%, 3%, 9%, -21%, -3%, 6%, -2%, -1%
28) CCOC(=O)C(NC(=O)c1ccccc1Cl)(Nc1ccc(C(F)(F)F)cc1)C(F)(F)F (stereo unspecified)
  -14%, -2%, -3%, -4%, 8%, 3%, 11%, 2%
29) Cc1ccccc1NC(=O)c1sc(Cl)nc1-c1ccccc1
  6%, -9%, -7%, 9%, ·, 0%, 6%, 1%
30) C=CCNc1nc2c3ccccc3n(C(C)=O)c2s1
  28µM*, -3%, -3%, 8%, -2%, 28µM*, ?, -3%

Retrieved by structure from the list above:
Each structure is followed by: Tau fibril ThT, SMN2 splice up, RECQ1 helicase, LMNA splice mod, L3MBTL1 inh, ALDH1A1 block, KDM4E inh, KinaseGlo FLuc
26) Cn1c(NC(=O)COc2ccccc2)cc(=O)n(C)c1=O
  -13%, -1%, -4%, 7%, -1%, 25µM*, -3%, -6%
20) Cc1ccc(S(=O)(=O)n2c(=O)oc3ccccc32)cc1
  -4%, 59%, -5%, ·, ·, ?, 1%, 6%

New compounds follow.
Each structure is followed by: Tau fibril ThT, SMN2 splice up, RECQ1 helicase, LMNA splice mod, L3MBTL1 inh, ALDH1A1 block, KDM4E inh, KinaseGlo FLuc
31) C/C(=N\NC(=O)c1cc2ccccc2cc1O)c1cc2ccccc2o1
  3.5µM*, ·, ?, ·, -29%, ·, -13%, ·
32) CCN1CCN(Cc2coc3ccc(C)cc3c2=O)CC1
  -5%, ·, 11%, -1%, ·, ?, -27%, -2%
33) COc1ccc(CC(=O)OCC(=O)Nc2cc(S(=O)(=O)N3CCOCC3)ccc2N2CCCC2)cc1
  -6%, -4%, i, -25%[46 µM], ?, -11%, -12%, 0%
34) COC(=O)c1ccc(NCCC(=O)O)cc1
  1%, 24%, 8%, 4%, -9%, 15%, 5%, 4%
35) O=C1CCCN1c1ccc(S(=O)(=O)NCCc2ccc(Cl)cc2)cc1
  -10%, -42%, -8%, ?, ·, ?, 1%, 1%
36) CCOc1ccccc1NC(=O)NC(=O)N(C)S(=O)(=O)c1ccc(C)cc1
  -3%, -23%, -19%, 7%[9.22 µM], ·, 5%, -12%, -2%
37) O=Cc1ccc2cccnc2n1
  -5%, -44%, 4%, ·, ·, ?, 1%, -3%
38) COC(=O)c1cccc(NC(=O)/C=C/c2ccc3c(c2)OCO3)c1
  14%, -94%[inhibitor], -6%, ?, -9%, ?, ?, -8%
39) O=C(CNC(=O)COc1ccccc1)NCCc1ccccn1
  -7%, -18%, i, ·, ·, 6%, 13%, -2%
40) Cc1ccsc1-c1n[nH]c(=S)n1CC(C)C
  ?, -13%, -2%, ?, 2%, 25µM*, 5%, -1%
41) O=C(O)CCCc1ccccc1
  -5%, -50%[inhibitor], 10%&-1%, -8%, 4%, 12%, -5%, 10%
42) CCCNC(=O)Nc1ccc2c(c1)N(C)C(=O)c1ccccc1S2
  -17%, 22%, i, -10%, ·, -3%, -2%, 18%
43) CCOC(=O)c1c(OCCO)noc1N
  2%, -6%, i, 26%[46 µM], -5%, 1%, 5%, 4%
44) Cc1ccnc(NC(=O)c2cc([N+](=O)[O-])cc([N+](=O)[O-])c2)c1
  -8%, 12%, -16%, 25%[9.22 µM], 15%, 7%, -12%, 3%
45) CC(Sc1nnc(-c2cccs2)n1Cc1ccccc1)C(=O)NCc1ccc2c(c1)OCO2 (stereo unspecified)
  -21%, -1%, -2%, 1%, ·, 2%, -5%, 2%
46) O=S(=O)(c1cccc2nsnc12)N1CCc2ccccc2C1
  -13%, 16%, -9%, -5%, 0%, -9%, -8%, 1%
47) C#Cc1ccc([C@@H]2C=C(C(=O)N3CCN(Cc4ccc5c(c4)OCO5)CC3)O[C@H](OCC)[C@H]2CCCO)cc1
  -15%, ·, -27%, ·, -18%, -11%, -7%, ·
48) COc1cc2c(cc1OC)C(NC(=O)C(F)(F)F)C/C2=N\O (stereo unspecified)
  4%, 0%, i, 31%[46 µM], -18%, 8%, -2%, -2%
49) Cc1cc(C)cc(NS(=O)(=O)c2ccc(Oc3ncc(C(F)(F)F)cc3Cl)cc2)c1
  -17%, -4%, -12%, ?, 0%, -1%, -10%, 4%
50) O=C(CCN1CCc2ccccc2C1)c1ccc2c(c1)OCCO2
  13%, -5%, -1%, ?, -2%, ?, -6%, -5%
51) Cc1noc(C)c1S(=O)(=O)N1CCC(C(=O)N2CCN(Cc3ccc4c(c3)OCO4)CC2)CC1
  9%, -37%[inhibitor], 2%, -10%, 32%[activator][11.4 µM], 6%, 0%, 1%
52) O=C1CCCC2=C1C(Cc1ccccc1)C1=C(CCCC1=O)O2
  3%, 17%, -1%, 10%, 5%, 9%, 6%, 0%
53) CCn1cc(CNC(=O)NC2CCCCC2)c(C)n1
  8%, ?, -4%, -6%, 7%, 9%, 3%, -1%
54) O=C(O)c1cc(-c2cccs2)[nH]n1
  0%, -3%, i, -1%[46 µM], 3%, 1%, -2%, 2%
55) COC(=O)[C@H](Cc1ccccc1)NC(=O)NCCc1ccc(S(N)(=O)=O)cc1
  3%, -3%, -18%, -4%, 1%, 1%, 8%, 9%
56) CCCNC(=O)Cn1c(=O)oc2ccccc21
  -3%, 3%, -15%, ?, 8%, 0%, -11%, 1%
57) CCC(=O)Nc1ccc2c(c1)OCCO2
  0%, -2%, -11%, -11%, 7%, 5%, 1%, 3%

Screening data: PubChem BioAssay, National Center for Advancing Translational Sciences (NCATS)
